Screening data (PubChem)
CendR NRP1 mod = modulators of CendR peptide binding to human neuropilin-1; O14786; FAM-RPARPAR peptide binding to NRP-1, fluorescence polarization; inhibition, % at 25 µM; hit rate 0.85% among 360,000;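 active = inhibition or corrected inhibition above about 18%, plus a signal ratio from 0.5 to 1.5, limit read from the data, passing the limit was not always enough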; also: strong numbers were not always called active
Target sequence (O14786 whole entry, looked up): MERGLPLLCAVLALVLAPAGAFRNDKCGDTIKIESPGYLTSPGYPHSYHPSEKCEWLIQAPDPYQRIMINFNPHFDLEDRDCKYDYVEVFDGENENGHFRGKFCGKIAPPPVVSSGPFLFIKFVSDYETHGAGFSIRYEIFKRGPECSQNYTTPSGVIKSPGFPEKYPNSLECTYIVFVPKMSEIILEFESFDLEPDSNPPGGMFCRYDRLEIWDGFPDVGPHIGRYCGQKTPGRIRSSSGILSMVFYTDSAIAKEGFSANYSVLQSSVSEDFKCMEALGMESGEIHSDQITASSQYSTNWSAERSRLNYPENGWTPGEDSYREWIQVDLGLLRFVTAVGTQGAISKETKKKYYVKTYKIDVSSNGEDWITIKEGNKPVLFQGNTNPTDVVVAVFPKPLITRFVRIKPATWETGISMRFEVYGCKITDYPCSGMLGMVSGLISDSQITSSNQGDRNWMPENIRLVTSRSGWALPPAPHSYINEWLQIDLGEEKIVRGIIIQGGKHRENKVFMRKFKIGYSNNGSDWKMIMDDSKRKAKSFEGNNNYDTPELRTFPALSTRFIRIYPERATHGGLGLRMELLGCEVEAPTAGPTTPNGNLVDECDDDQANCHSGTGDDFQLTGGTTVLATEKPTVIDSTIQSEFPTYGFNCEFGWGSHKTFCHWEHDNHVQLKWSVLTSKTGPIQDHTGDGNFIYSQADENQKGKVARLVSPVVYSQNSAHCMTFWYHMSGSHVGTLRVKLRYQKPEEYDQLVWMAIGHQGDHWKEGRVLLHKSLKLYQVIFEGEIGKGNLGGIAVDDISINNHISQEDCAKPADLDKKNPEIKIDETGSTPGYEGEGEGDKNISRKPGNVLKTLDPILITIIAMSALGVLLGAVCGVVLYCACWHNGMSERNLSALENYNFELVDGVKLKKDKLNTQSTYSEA
LMPTP block = LMPTP (human) inhibition; P24666; recombinant LMPTP-A, OMFP fluorogenic substrate, fluorescence intensity; inhibition, % at 20 µM; hit rate 0.22% among 360,000;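 active = compounds that cut the enzyme signal by at least half of the control window in the single-dose screen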;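 also: plate controls were DMSO wells with enzyme plus substrate for no effect and substrate without enzyme for full effect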
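Assay system: LMPTP-A, protein tyrosine phosphatase of low molecular weight / Medium: pH 6.0 Bis-Tris buffer with DTT and Triton X-100 / Schedule: 50 min enzyme reaction at room temperature, protected from light / Measured by: endpoint fluorescence intensity from OMFP dephosphorylation / Read-out basis: % inhibition relative to no-enzyme and uninhibited control wells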
NadD block = NadD (S. aureus) enzyme inhibition. inhibition, % at 20 µM. hit rate 0.78% among 360,000. purified NadD enzyme, colorimetric absorbance read-out; in the data active = inhibition above about 26%; also: some compounds past the cut are filed as inactive
STEP block = blocks human striatal-enriched tyrosine phosphatase; P54829; recombinant STEP, OMFP fluorogenic substrate, fluorescence; inhibition, % at 20 µM; hit rate 0.25% among 360,000; AID 588621;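 active = inhibition at 20 µM, scaled per plate between control wells, above about 37%, limit read from the data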;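 also: 0% = DMSO with enzyme and substrate and 100% = substrate only without enzyme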
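Material: STEP (striatal-enriched tyrosine phosphatase) enzyme, cell-free | Medium: 50 mM Bis-Tris pH 6.0 with 2.5 mM DTT and 0.005% Tween 20 | Read-out: Percent inhibition scaled to no-enzyme and uninhibited-enzyme controls, plate-pattern corrected | Signal: Fluorescence read at 480 nm ex / 540 nm em | Times: 20 min reaction, room temperature, in the dark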
SUMO1 PPI mod = SUMO1-SIM interaction modulation. P63165. SUMO1 binding to a labelled peptide, TR-FRET, 1 h. inhibition, % at 20 µM. hit rate 0.33% among 360,000; in the data active = inhibition above about 37%
Rpn11 inh = Rpn11 (human) deubiquitinase inhibition. calls only at 20 µM. O00487. human 26S proteasome, Ub4-pepOG fluorescence polarization; 20S core pre-blocked with epoxomicin. hit rate 0.59% among 360,000. AID 588493;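 active = inhibition at 20 µM, scaled to each plate's controls, above about 33%, limit read from the data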
Scp1 inh = blocks human Scp-1 phosphatase activity; Recombinant Scp1, phosphopeptide, malachite green phosphate absorbance; inhibition, % at 20 µM; hit rate 0.88% among 340,000;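 active = inhibition above about 50% at 20 µM, limit read from the data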;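 also: plate controls were DMSO wells with enzyme for no effect and wells lacking enzyme for full effect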
Target sequence (Q9GZU7 76-261 limits assumed): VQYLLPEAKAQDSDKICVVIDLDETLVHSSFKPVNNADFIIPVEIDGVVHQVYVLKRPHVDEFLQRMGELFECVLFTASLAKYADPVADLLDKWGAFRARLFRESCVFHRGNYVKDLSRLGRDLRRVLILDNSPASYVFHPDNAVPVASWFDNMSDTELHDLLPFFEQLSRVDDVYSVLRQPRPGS
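Test system: SCP-1 phosphatase catalytic domain, residues 76-261; measured by: colorimetric phosphate reagent with accelerator and stabiliser, absorbance at 630 nm; timing: enzyme reaction 45 min at room temperature, colour 5 min, stabilisation 30 min; also added: Phosphorylated 17-residue peptide substrate; compound dosing: one concentration, 20 µM, with 1.0% DMSO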
MT1-MMP act inh = MT1-MMP (human) activation inhibition | P50281 | HT1080 RFP-PRO-GFP cells, GFP/RFP ratio fluorescence, overnight; percent of plate control window, DMSO zero | GFP/RFP ratio change, % at 20 µM | hit rate 0.061% among 360,000 | AID 651647;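 active = GFP/RFP ratio change of at least 30% with cell ATP level not reduced by more than half and red fluorescence within 50% of control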; also: strong numbers were not always called active
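system = RFP-PRO-GFP reporter HT1080 cells | dosing = 20 µM single dose, 1% DMSO | timing = overnight cell settling, then overnight compound exposure, 37 °C, 5% CO2 | read-out basis = GFP/RFP fluorescence ratio | controls = DMSO and RFP-L50D-GFP cell wells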
SKN-1 inh = blocks SKN-1 activity in C. elegans. C. elegans VP596 Pgst-4::GFP/RFP ratio, acrylamide-induced, 24 h. inhibition, % at 21.8 µM. hit rate 0.49% among 360,000. AID 624304;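 active = interference check ratio from 0.5 to 1.5 plus GFP to RFP signal ratio inhibition reaching or exceeding a fixed threshold, cut at about 30% in these data, passing the limit was not always enough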; also: some compounds called inactive have numbers as strong as hits
DNMT1 inh = DNMT1 (human) enzyme inhibition. inhibition (reported as % activation of signal), % at 10 µM. hit rate 0.83% among 360,000. P26358. DNMT1 molecular beacon, Hinp1I cleavage, fluorescence. AID 588458; in the data active = inhibition above about 50%
* = called active by the depositor; i = inactive; . = no result given; & = joins results of further samples. Random draw from the library; any-hit rate near 3.9%.

SMILES	CendR NRP1 mod	LMPTP block	NadD block	STEP block	SUMO1 PPI mod	Rpn11 inh	Scp1 inh	MT1-MMP act inh	SKN-1 inh	DNMT1 inh
COCCN1CC(=O)N2C(c3cccc(C)c3)c3[nH]c4ccccc4c3C[C@H]2C1=O (stereo not given in full)	6	3.0	-3	2	4	i	-10	-3	7	7
COCCN(CC(=O)NCc1ccccc1)C(=O)CCC(=O)Nc1ccccn1	-12	-0.7	0	1	-4	i	5	0	-19	1
COc1ccc(NC(=O)c2[nH]c(C)c(C(C)=O)c2C)cc1Cl	-4	-0.3	0	1	-3	i	0	4	29	3
NC(=O)CC(NC(=O)Cc1ccc(Br)cc1)c1ccc(NCC2CC2)c([N+](=O)[O-])c1 (stereo not given)	-39	0.5	-11	2	-12	i	-2	13	13	31
CC(C)CC(=O)Nc1nnc(-c2ccco2)s1	-18	-1.2	-6	0	-7	i	-2	1	10	-1
CCOC(=O)[C@H]1[C@H]2COc3cc(OC)ccc3[C@@H]2N2C(=O)c3c(C)cc(C)cc3NC(=O)[C@@]12C	7	1.1	5	-1	1	i	-3	0	-11	1
Cc1ccc(C(=O)Cn2c(C(=O)/C=C/c3ccccc3)nc3ccccc32)cc1	-5	0.3	18	0	-5	i	-7	-17	2	13
C=CCNc1nc(Nc2ccc(OC)c(OC)c2)c2sc(-c3ccccc3)cc2n1	5	6.8	24	6	-1	i	.	8	2	-27
COc1ccc(C(=O)NCC(=O)OCC(=O)NC23CC4CC(CC(C4)C2)C3)cc1	3	0.3	3	0	-1	i	-2	-4	1	1
Cc1cc(O)c(S(=O)(=O)c2ccccc2)c(C)c1NS(=O)(=O)c1ccccc1	10	-0.5	-6	0	8	i	-3	-4	-5	0
CCCCN1C(=O)C(CC(=O)NCc2ccco2)CC(C(=O)N2CCCCCC2)=C1C (stereo not given)	-23	-0.7	4	.	0	.	.	13	-3	.
Cc1cccc(N(C(=O)c2csnn2)C(C(=O)NC2CCCC2)c2ccncc2)c1 (stereo not given)	7	-0.1	-2	0	2	i	0	3	-23	-2
COc1cccc(C(=O)NC2CC3CCCC(C2)N3Cc2ccc(C)cc2)c1 (stereo not given)	-18	-2.3	-3	2	-3	i	-9	7	-4	-1
OC(c1cc(F)cc(Cl)c1)c1ncc(-c2ccccc2C(F)(F)F)[nH]1 (stereo not given)	9	-0.3	-2	-2	1	i	.	-1	16	0
COc1ccc(CC(=O)NCC(=O)N/N=C(/C)c2ccco2)cc1	8	-2.9	5	3	-6	i	1	0	-4	3
Cc1ccc(N2CC(C(=O)Nc3ccccc3N3CCCC3)CC2=O)cc1 (stereo not given)	7	0.1	-3	0	-4	i	-9	1	3	-1
Cn1c(SCC(=O)c2cc3ccccc3o2)nnc1-c1ccccc1	1	1.9	5	0	-19	i	-3	-4	-5	1
COc1cccc(OCc2nc3ncc(Br)cc3[nH]2)c1	-15	0.3	-2	-2	-7	i	-7	6	2	6
CC(C)(C)C(=O)Nc1ccc(C(=O)CN2C(=O)NC3(CCOc4ccccc43)C2=O)cc1 (stereo not given)	-24	0.4	1	2	2	i	-15	-3	8	-9
Cc1ccc(NC(=O)C2CCCN2S(=O)(=O)c2ccc3c(c2)n(C)c(=O)c(=O)n3C)cc1C (stereo not given)	1	-0.9	4	-2	1	i	-7	0	-17	1
Cc1cnc(C(=O)OCC(=O)N(C(C)C)C(C)C)cn1	-1	-1.7	5	0	-6	i	-5	3	-15	4
COc1ccccc1-c1oc2ccccc2c1-c1ccc2cc[nH]c2c1	15	4.4	6	-2	0	i	-18	6	5	-32
COc1ccc(-n2c(=S)[nH]c3cc(C(=O)NCc4ccco4)ccc3c2=O)cc1OC	-3&2	0.2&0.3	3&-2	0&2	1&-2	i	-17&-7	3&4	24&4	0&0
O=C(O)c1ccc(Nc2nc(-c3ccccc3)c3ccccc3n2)cc1	2	-0.3	6	2	-3	i	-4	3	4	0
Cc1ccc(S(=O)(=O)NCC(c2ccccc2)N2CCCCC2)cc1 (stereo not given)	2	0.8	-10	-1	0	i	-9	-4	-3	1
CCCCCCCn1c(NC(=O)CC)nc2ccccc21	0	1.0	2	-2	2	i	-14	-5	31	3
CNC(=O)COC(=O)c1cc(=O)[nH]c2ccccc12	-2	-0.3	-3	-3	-10	i	-5	11	-5	0
CSc1ncc(Cl)c(C(=O)C(C#N)c2nc3c(C)cc(C)cc3c(=O)[nH]2)n1 (stereo not given)	-24	0.6	6	0	28	i	1	-2	4	1
COc1ccc(C)cc1NC(=O)C(Sc1nnc(Nc2cc(C)ccc2OC)s1)c1ccccc1 (stereo not given)	6	3.2	8	2	-2	i	-8	-7	0	-7
CCOc1ccc(CCNC(=O)COC(=O)c2ccccc2O)cc1OCC	-21	0.6	0	-1	3	i	-1	1	8	-3

Taken from above.
Cc1ccc(N2CC(C(=O)Nc3ccccc3N3CCCC3)CC2=O)cc1 (stereo not given) in LMPTP block → 0.1
Cn1c(SCC(=O)c2cc3ccccc3o2)nnc1-c1ccccc1 in NadD block → 5
CCOc1ccc(CCNC(=O)COC(=O)c2ccccc2O)cc1OCC in DNMT1 inh → -3
COc1ccccc1-c1oc2ccccc2c1-c1ccc2cc[nH]c2c1 in STEP block → -2

Other results
SMILES	CendR NRP1 mod	LMPTP block	NadD block	STEP block	SUMO1 PPI mod	Rpn11 inh	Scp1 inh	MT1-MMP act inh	SKN-1 inh	DNMT1 inh
COc1cccc(CNC(=O)Cn2ccc3cc(S(=O)(=O)N4CCCCCC4)ccc32)c1OC	-5	-0.2	-9	1	3	i	-5	-1	6	0
CN(C)CCCN(C(=O)COc1ccccc1)c1nc2c(F)cccc2s1	-5	-1.9	-7	0	1	i	-6	8	-3	0
O=C(CCc1ccccc1)Nc1ccc(S(=O)(=O)Nc2nccs2)cc1	-8	-0.1	-4	0	3	i	1	-2	6	2
CCn1cc(C(=O)Nc2ccc(C)cc2[N+](=O)[O-])c(C)n1	-4	-0.6	-6	-2	-33	i	-13	0	-3	5
Cc1ccc(S(=O)(=O)Nc2ccc(O)c(S(=O)(=O)c3ccc(C)cc3)c2)cc1	15	-0.3	-3	1	-3	i	-7	3	7	0
Cc1ccc(CNC(=O)CN(c2ccc(Cl)cc2)S(C)(=O)=O)cc1	6	0.0	-7	-1	-2	i	-9	1	6	0
O=C(CN1C(=O)NC2(CCCC2)C1=O)Nc1cc(S(=O)(=O)N2CCCCC2)ccc1Cl	-6	-0.5	-1	0	-2	i	-2	4	-4	-1
O=C(c1cccnc1)N1CCN(C(=O)c2cccs2)CC1	0	-0.4	-7	1	4	i	0	-2	-12	4
CC(C)Oc1ccc(N2CC(C(=O)Nc3ccccc3F)CC2=O)cc1 (stereo not given)	-8	-1.3	2	-2	1	i	-3	0	9	0
N/C(=N\OC(=O)CCCc1ccccc1)c1ccccc1	9	1.8	-7	-2	7	i	-6	1	-3	3
O=C(NNC1OC(CO)C(O)C(O)C1O)c1cccnc1 (stereo not given)	12	0.2	0	0	4	i	-7	-1	8	1
CCOc1ccc(S(=O)(=O)N2CCC(C(=O)N3CCCC3)CC2)cc1C	-1	-0.8	0	-1	4	i	2	-1	-12	4
Cc1nc(CNC(=O)c2cc(COc3c(F)cccc3F)on2)cs1	2	0.7	-3	-3	7	i	1	14	-2	9
O=S(=O)(c1ccc(Cl)cc1)c1snnc1-c1ccccc1	14	-0.5	-12	-5	1	i	-17	21	-5	14
Cc1ccc(-c2nc(CS(=O)CC(=O)NCc3ccc(Cl)cc3)c(C)o2)cc1 (stereo not given)	8	-0.7	1	1	8	i	-8	5	-6	-7

Only NadD block, LMPTP block and MT1-MMP act inh, for some of the entries so far:
structure	NadD block	LMPTP block	MT1-MMP act inh
CCn1cc(C(=O)Nc2ccc(C)cc2[N+](=O)[O-])c(C)n1	-6	-0.6	0
O=C(c1cccnc1)N1CCN(C(=O)c2cccs2)CC1	-7	-0.4	-2

Next section.
SMILES	CendR NRP1 mod	LMPTP block	NadD block	STEP block	SUMO1 PPI mod	Rpn11 inh	Scp1 inh	MT1-MMP act inh	SKN-1 inh	DNMT1 inh
Cc1c(CCOC(=O)c2cc([N+](=O)[O-])cc([N+](=O)[O-])c2)sc[n+]1CC(=O)c1ccc(Br)cc1	2	7.9	24	0	-32	i	24	-1	-3	44
COc1ccc(-c2nc(S(=O)(=O)c3ccccc3)c(NCCCN3CCOCC3)o2)cc1	2	-5.9	1	-1	-3	i	-8	-3	-6	2
COc1ccc(OCC(CO)N2CCN(c3ccccc3)CC2)cc1 (stereo not given)	13	-2.0	-3	-3	7	i	-10	4	-11	2
CC1(C)CC(=O)C=C(C(=O)N2CCCC(C(=O)c3cc(F)ccc3F)C2)O1 (stereo not given)	4	0.8	-2	0	-6	i	.	1	-2	10
COc1ccc(OCCNC(=O)CSc2ccc(C(F)(F)F)cc2[N+](=O)[O-])cc1	12	1.3	0	2	-6	i	-1	17	4	14
COCCNC(=S)Nc1cc(OC)c(OC)cc1C#N	0	-0.8	-1	-2	15	i	-7	3	1	-1
COc1ccccc1NC(=O)CCS(=O)(=O)c1ccccc1	14	1.2	-2	4	3	i	-6	3	-3	-4
O=C(CCN1C(=O)c2ccccc2C1=O)N1CCN(C(=O)c2ccccc2)CC1	16	-0.8	9	-8	-5	i	-5	4	-8	1
CC(=O)c1cccc(NC(=O)CSc2nnc(-c3cccnc3)o2)c1	-2	-1.1	-2	-1	-1	i	26	4	3	3
COC(=O)c1ccc(Oc2nc(N3CCCCC3)nc(N3CCOCC3)n2)cc1	-10	-0.2	2	-2	1	i	-8	-2	7	-1
C[C@H](CO)N1C[C@H](C)[C@@H](CN(C)S(=O)(=O)c2cn(C)cn2)Oc2c(NS(=O)(=O)c3cn(C)cn3)cccc2C1=O	-2	-1.8	0	-1	2	i	1	3	14	4
CC(Cc1ccccc1)C(=O)Nc1ccccc1 (stereo not given)	13	-0.5	-9	-3	-5	i	-3	-1	10	3
O=C(Nc1nccs1)C(Br)C(Br)c1ccccc1 (stereo not given)	6	-0.9	-4	-1	-8	i	-8	-2	2	2
O=C(CCc1nnc(-c2ccc3c(c2)OCO3)o1)NCCc1ccccc1F	1	-1.4	-3	3	5	i	-6	-2	2	2
Cn1cc(C(c2ccccc2OCC(=O)O)c2cn(C)c3ccccc23)c2ccccc21	3	0.8	11	-2	20	i	21	11	0	-2
CCn1c(SCC(=O)N(C(C)C)C(C)C)nnc1-c1cc2ccccc2cc1O	-7	-0.1	4	2	1	i	-5	4	11	-1
CC(C)CC1C(C#N)=C(N)Oc2n[nH]c(-c3ccccc3)c21 (stereo not given)	-1	1.9	-3	-2	-2	i	-7	-3	10	-15
CCCCC[C@@H]1C=C(C(=O)O)[C@H](c2ccc(C)cc2)N1S(=O)(=O)c1ccc(C)cc1	-3	-0.1	1	2	6	i	-14	4	-8	9
